IMPase Li cell: cell-permeable IMPase inhibitors with lithium potentiation; CHO-M1 cells, IP1 TR-FRET (IP-One), carbachol + lithium; Potency, µM (top dose mostly 59.4 µM), for inactives: at the top dose activity, negative = IMPase inhibition, most hits filed as inhibitors; hit rate 0.35% among 210,000; AID 1457;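 also: IP1 builds up when IMPase is blocked and the TR-FRET signal falls; plate controls were basal vehicle for no effect and high inhibitor control for full effect; nearly all actives have a fitted effect of over 50% in size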
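CHO-M1, 2000 cells/well, 16–30 h culture; cpd + low Li+, 30 min 37C; lysis with d2-IP1/Eu-anti-IP1 Ab, 10 min RT; TR-FRET 665/620 ratio and 620 channel; AC50 via Hill.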
NPSR antagonist: blocks cAMP signaling of the human neuropeptide S receptor; hit rate 1% among 220,000; Potency, µM (doses to about 38.3 µM), without a hit: at the highest dose activity change, negative = inhibition, hits mostly inhibitors; Q6W5P4; CHO-NPSR cells, cAMP TR-FRET, antagonist mode; also: % is scaled to controls: 0 for no effect and ±100 for the full control effect; nearly all actives have a fitted effect of over 50% in size; many of its hits are not listed in these tables
Target sequence (Q6W5P4 whole entry, looked up): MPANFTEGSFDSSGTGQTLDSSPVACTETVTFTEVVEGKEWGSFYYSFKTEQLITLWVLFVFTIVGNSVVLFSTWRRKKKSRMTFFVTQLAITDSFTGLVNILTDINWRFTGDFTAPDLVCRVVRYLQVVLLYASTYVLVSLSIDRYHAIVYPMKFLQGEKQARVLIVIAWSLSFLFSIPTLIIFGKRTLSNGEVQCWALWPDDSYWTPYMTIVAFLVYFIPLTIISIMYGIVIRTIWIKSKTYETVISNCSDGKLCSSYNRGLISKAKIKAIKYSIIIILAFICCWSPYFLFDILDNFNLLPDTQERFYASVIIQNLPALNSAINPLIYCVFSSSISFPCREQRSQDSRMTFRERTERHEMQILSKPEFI
Epigenetic derep: regulators of epigenetic silencing causing reporter derepression in mouse cells. murine LDR cells, GFP reporter derepression, 30 h. AID 1865. hit rate 0.2% among 280,000. Potency, µM (doses to about 53.9 µM), for inactives: at the highest dose GFP activation, most hits filed as activators; also: % of control where 0% means no effect; nearly all actives have a fitted effect of over 60% in size
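Reporter derepression read as number of fluorescent GFP-positive objects, 20-120 um in size, counted by laser-scanning cytometer. Mouse LDR line with an epigenetically silenced CMV-GFP locus; compound incubation 30 h, 37 C.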
Luc counter: counter-screen: inhibitors of Kinase-Glo firefly luciferase; Q27757; Kinase-Glo luciferase, ATP luminescence, 8 min; Potency, µM (series often up to 38.3 µM), for the others: top-dose activity change, negative = inhibition, usual class: inhibitors; hit rate 0.28% among 200,000; also: % is scaled to controls: 0 for no effect and ±100 for the full control effect; nearly all actives have a fitted effect of over 60% in size
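Recombinant Kinase-Glo luciferase, 10 uM ATP (linear range), luciferin; imidazole pH 7.2 / KCl / MgCl2 / Tween / BSA buffer; 8 min RT; luminescence.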
SMN2 splice up: SMN2 splice variant enhancement; HEK293 SMN2-luciferase splicing reporter, luminescence, 30-36 h; Potency, µM (top dose mostly 46.1 µM), for the others: at the highest dose activity change, positive = activation, usual class: activators; hit rate 2.8% among 210,000; also: % of control where 0% means no effect; nearly all actives have a fitted effect of over 55% in size
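HEK293 cells carry an SMN2 minigene-luciferase reporter in which exon 7 inclusion puts luciferase in frame. Cells were seeded at 2000 cells/well, attached for 10-12 hours, then exposed to compounds for 30-36 hours at 37C before ONE-Glo luminescence.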
RECQ1 inh: blocks DNA unwinding by human RECQ1 | Potency, µM (titrated, usually from 57.3 µM), for inactives: at the top dose activity, negative = inhibition, most hits filed as inhibitors | RECQ1 DNA unwinding, red fluorescence kinetic read | hit rate 0.54% among 240,000 | AID 2549;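 also: plate controls were vehicle for no effect and no enzyme for full effect; nearly all actives have a fitted effect of over 30% in size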
Target sequence (P46063 whole entry, looked up): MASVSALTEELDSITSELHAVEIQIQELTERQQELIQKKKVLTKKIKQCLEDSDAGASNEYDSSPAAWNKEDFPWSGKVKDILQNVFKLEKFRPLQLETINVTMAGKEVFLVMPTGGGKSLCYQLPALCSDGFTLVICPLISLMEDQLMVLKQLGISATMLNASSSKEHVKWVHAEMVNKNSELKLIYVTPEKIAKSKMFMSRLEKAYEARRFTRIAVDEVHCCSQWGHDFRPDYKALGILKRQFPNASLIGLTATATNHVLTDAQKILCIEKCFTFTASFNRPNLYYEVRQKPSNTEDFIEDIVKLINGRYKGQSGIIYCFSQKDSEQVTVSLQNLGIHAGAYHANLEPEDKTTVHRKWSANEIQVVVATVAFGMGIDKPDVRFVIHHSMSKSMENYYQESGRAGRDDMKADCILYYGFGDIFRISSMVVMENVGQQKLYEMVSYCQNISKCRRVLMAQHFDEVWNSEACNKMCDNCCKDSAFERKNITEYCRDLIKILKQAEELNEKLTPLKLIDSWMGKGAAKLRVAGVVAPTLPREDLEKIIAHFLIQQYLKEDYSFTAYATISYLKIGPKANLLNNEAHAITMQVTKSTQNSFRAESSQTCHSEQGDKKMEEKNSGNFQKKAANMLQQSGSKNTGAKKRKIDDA
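50 nM RECQ1T1 preincubated 15 min with compound in Tris pH 8.0 buffer with MgCl2, DTT, Tween-20 and 2.5 ug/ml poly(dI-dC); started with 200 nM TAMRA/BHQ-2 forked duplex and 2 mM ATP. Unwinding read as fluorescence (525/598 nm), two reads 2 h apart.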
KDM4E inh: inhibitors of human JMJD2E histone demethylase; JMJD2E catalytic domain, FDH-coupled NADH fluorescence (FDH is formaldehyde dehydrogenase); hit rate 1.6% among 230,000; Potency, µM (series often up to 57.1 µM), for the others: top-dose activity change, negative = inhibition, most hits filed as inhibitors; B2RXH2; active = well fitted inhibition curve with a large enough effect, not every such curve was filed as active; inconclusive = small, poorly fitted or top-dose-only effect, or another doubt; inactive = no such curve, though single readings can be large or run the other way;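 also: 0% = wells with enzyme and -100% = buffer wells without enzyme; nearly all actives have a fitted effect of over 50% in size; many of its hits are not listed in these tables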
GoLoco inh red: RGS12 GoLoco-Gai1 interaction inhibition | P63096 | Gai1:RGS12 GoLoco peptide FP, rhodamine, 10 min | Potency, µM (series often up to 61.6 µM), without a hit: at the highest dose activity, negative = inhibition, actives largely listed as inhibitors | hit rate 0.44% among 230,000 | AID 880; active = well fitted inhibition curve with a large enough effect, not every such curve was filed as active; inactive = no such curve, though single readings can be large or run the other way; also: % is scaled to controls: 0 for no effect and ±100 for the full control effect; nearly all actives have a fitted effect of over 30% in size; many of its hits are not listed in these tables
* hit, by the source's call; i = inactive; ? = inconclusive; · = not tested or not shown; & = joins results of further samples; [ ] = remark or other dose. Unless noted, calls follow the shape of the dose curve; as a rule, active = well fitted curve in the direction sought with a large enough effect; inconclusive = small, poorly fitted or top-dose-only effect, or another doubt; inactive = no such curve, though single readings can be large; an effect the other way counts as inactive or inconclusive. Potency is read from the fitted curve at half-maximal effect. Not all compounds are listed. The share of hits here may be higher or lower than overall.

SMILES	IMPase Li cell	NPSR antagonist	Epigenetic derep	Luc counter	SMN2 splice up	RECQ1 inh	KDM4E inh	GoLoco inh red
Cc1cc(C)cc(NC(=O)CCn2cnc3cc(C)c(C)cc32)c1	-3%	-15%	-1.3%	4%	-14%	-4%	6%	8%
CC(c1ccccc1)n1cc(C(=O)NCC2CCCO2)nn1 (stereo unspecified)	2%	12%[46.1 µM]	0.8%	2%	-6%	-2%	-1%	-4%
CCN1CCN(c2nc(Nc3ccccc3)nc(N)c2[N+](=O)[O-])CC1	11%	11%	0.0%	-4%	?	6%	1%	-9%
COc1cc2c(cc1OC)[C@H](C)N(CC1C(=O)O[C@@H]3C[C@@]4(C)CCC[C@H](C)[C@@]45OC5[C@H]13)CC2 (stereo partly specified)	19%	·	-1.1%	2%	2%	i	-16%	1%
COc1ccccc1-n1cnnc1SCC(=O)N1CCN(S(=O)(=O)c2ccccc2)CC1	3%[38.3 µM]	?	0.0%	-3%	-13%	2%	-3%	-3%
CC1(c2nnc(-c3ccc(F)cc3)o2)CC(c2ccc(F)cc2)=NO1 (stereo unspecified)	·	-10%	-1.9%	·	·	44%[activator]	4%	3%
O=S(=O)(NCc1ccc2c(c1)OCO2)c1ccc2c(c1)oc1ccccc12	4%[38.3 µM]	-17%[46.1 µM]	-3.2%	-12%	10%	-13%	-5%	9%
CCCOc1ccc(-c2nc(C#N)c(NCC3CCCO3)o2)cc1 (stereo unspecified)	22%[38.3 µM]	-7%[46.1 µM]	-0.2%	4%	-14%	-14%	?	-3%
Cc1cccc(NC(=O)c2cc(-c3ccc(C)s3)nc3ccccc23)n1	-1%	1%	0.1%	0%	-31%[inhibitor]	-3%	?	8%
CCN1C(=O)CC(N2CCN(c3ccc(OC)cc3)CC2)C1=O (stereo unspecified)	-15%[38.3 µM]	-20%[7.67 µM]	-2.5%	0%	-26%	-4%	2%	19%
Cc1cc(C)n(C(=O)CSc2nc3ccccc3o2)n1	·	8%[46.1 µM]	-4.8%	·	·	i	4%	·
Cc1ccc(CNC(=O)CCS(=O)(=O)c2ccc(Cl)cc2)cc1	·	-10%[46.1 µM]	-0.9%	·	·	3%	-7%	·
O=C(c1cccn2c(=O)c3cc(Br)ccc3nc12)N1CCN(c2ccccn2)CC1	7%[38.3 µM]	-6%[46.1 µM]	-1.2%	-3%	6%	-17%	?	10%
COC(=O)c1[nH]c2ccc(Br)cc2c1NC(=O)C(C)N1CCN(C2CCCCC2)CC1 (stereo unspecified)	1%[38.3 µM]	-13%[46.1 µM]	2.9%	-7%	16%	-3%	-2%	8%
O=C(c1cccc(S(=O)(=O)Nc2cccc(C(F)(F)F)c2)c1)N1CCOCC1	·	-5%	4.4%	·	·	i	-3%	0%
CC1CCCCN1C(=O)Cc1ccc(F)cc1 (stereo unspecified)	32%[38.3 µM]	-14%[46.1 µM]	-1.0%	0%	?	-4%	5%	9%
Cc1nc2ccc(NC(=O)N3CCN(c4ccccn4)CC3)cc2s1	6%[38.3 µM]	-11%[46.1 µM]	-1.0%	1%	30%	i	?	12%
COc1cccc(C(=O)N2CCN(C(=O)c3cccc4ccccc34)CC2)c1OC	12%[38.3 µM]	9%[46.1 µM]	1.5%	5%	18%	-5%	4%	3%
C=CCNC(=S)N1CC2(C)CN(C(=S)NCC=C)CC(C)(C1)C2=O	·	-12%[7.67 µM]	-0.3%	·	·	-9%	2%	10%
Cn1ccnc1SCC(=O)Nc1cccc(C(F)(F)F)c1	13%[38.3 µM]	3%[46.1 µM]	-1.0%	1%	-8%	i	?	9%
O=C(C1CCCCN1S(=O)(=O)c1ccccc1[N+](=O)[O-])N1CCOCC1 (stereo unspecified)	-4%	16%	-1.4%	0%	-4%	0%	-4%	8%
Cc1nnc2c3cnn(-c4ccc(Cl)cc4)c3ncn12	-6%[38.3 µM]	-8%[46.1 µM]	-4.3%	-4%	-8%	-8%	3%	3%
CCOC(=O)C(O)(CC(=O)c1ccc(OC)cc1)C(F)(F)F (stereo unspecified)	11%	-18%[46.1 µM]	1.1%	1%	4%	5%	6%	-6%
CC(C)CNC(=O)Nc1ccccc1F	0%	17%	2.2%	2%	10%	i	2%	0%
CC1=C(C#N)C(c2ccccc2O)C(C#N)=C(C)N1	9%	5%	2.1%	2%	9%	i	?	14%

(cont.)
SMILES	IMPase Li cell	NPSR antagonist	Epigenetic derep	Luc counter	SMN2 splice up	RECQ1 inh	KDM4E inh	GoLoco inh red
FC(F)(F)c1cccc(NC(=S)N2CCCCCC2)c1	10%	-14%	5.0%	-1%	16%	i	4%	-6%
O=C(CCc1ccc(S(=O)(=O)NCc2ccccc2)cc1)NCc1ccco1	-9%	0%	14%	-3%	13%	-1%	4%	1%
Cc1ccc(-c2nc(C3CCCN(S(=O)(=O)c4ccc(C)cc4)C3)no2)cc1 (stereo unspecified)	-4%[38.3 µM]	-29%[46.1 µM]	0.7%	-3%	-17%	-10%	5%	-6%
O=C(Cc1ccccc1[N+](=O)[O-])NCc1ccc(Cl)cc1	1%	-1%	0.2%	4%	20µM*	-17%	-17%	6%
COc1ccc(CN=C(NS(=O)(=O)c2cccs2)SC)cc1	-5%	14%	-1.0%	2%	-24%	-1%	-1%	6%
Cc1ccccc1N1CCN(Cc2c[nH]c3ccccc23)CC1	23%[38.3 µM]	-7%[46.1 µM]	-1.0%	-7%	-1%	-11%	-27%	-3%
COC(=O)[C@@]1(Cc2ccc(F)cc2)[C@H]2c3cc(C(=O)N(C)C)n(Cc4ccc(O)c(OC)c4)c3C[C@H]2CN1C(=O)c1ccccc1	7%	·	4.0%	-1%	-6%	-1%	-1%	0%
CN1CCN(c2ccc(NC(=O)c3ccc(C(F)(F)F)cc3)cn2)CC1	16%	-2%	-1.4%	0%	-54%[inhibitor]	-1%	10%	9%
C[N+](C)(C)C(C1=CCCC1=O)c1ccccc1 (stereo unspecified)	-8%	·	·	-3%[7.66 µM]	-1%[9.22 µM]	·	·	6%[14.2 µM]
COc1ccc(NC(=O)CSc2nnc(CNC(=O)c3ccco3)n2-c2ccccc2OC)cc1	8%[38.3 µM]	3%[46.1 µM]	-1.3%	-6%	41%	-1%	5%	-5%
Brc1ccc(CSc2nccn2-c2ccccc2)cc1	6%[38.3 µM]	-25%[46.1 µM]	0.0%	3%	-5%	-7%	-5%	-1%
CCc1ccc(NC(=O)N(CCOC)C2CCN(C(C)=O)CC2)cc1	20%[38.3 µM]	0%[46.1 µM]	-1.0%	-5%	16%	i	1%	4%
O=C(CN1CCCC(O)C1)N1c2ccccc2Sc2ccc(C(F)(F)F)cc21 (stereo unspecified)	·	-20%[46.1 µM]	0.5%	·	·	-14%	-4%	·
CCOC(=O)C1=C(c2ccccc2)N=c2s/c(=C\c3ccc(O)cc3)c(=O)n2C1c1cccs1 (stereo unspecified)	6%[38.3 µM]	10µM*	4.5%	-4%	-35%[inhibitor]	?	-5%	215%[activator]
O=C(O)C1(c2ccccc2)CCN(S(=O)(=O)c2ccc(Cl)s2)CC1	·	3%	-1.2%	·	·	1%	-2%	3%
Cc1ccnc(NC(=O)Nc2cccc(F)c2)c1	20%[38.3 µM]	-11%[46.1 µM]	-1.0%	-17%	3.5µM*	13%	8%	-11%
CCC(C)(C(=O)NC1CCCC1)N(C(C)=O)c1ccc(C)cc1 (stereo unspecified)	18%[38.3 µM]	-10%[46.1 µM]	-1.0%	-3%	-31%[inhibitor]	19%	6%	9%
O=C(Nc1nc2ccccc2c2nc3ccccc3n12)c1ccc(F)cc1	7%	-2%	1.1%	3%	-22%	-2%	-8%	5%
CCOC(=O)C1=C(CS(=O)(=O)c2ccccc2)NC(=O)NC1c1ccccc1OCC (stereo unspecified)	-24%[38.3 µM]	-7%[46.1 µM]	-1.4%	4%	19%	-5%	-1%	-1%
Nc1c(C(=O)NCc2ccco2)nnn1Cc1ccccc1	-4%[38.3 µM]	-4%[46.1 µM]	0.0%	12%	-13%	i	-3%	-4%
CCOC(=O)N1CCC2(CC1)C(C#N)=C(N)OC1=C2C(=O)CC(C)(C)C1	-4%[38.3 µM]	-1%[46.1 µM]	-1.1%	0%	-13%	-5%	3%	9%
Cc1ccc(CNC(=O)C2CC(=O)OC23CCCC3)c(C)c1 (stereo unspecified)	1%	1%	0.0%	3%	-22%	-8%	-3%	0%
CCC(C)(C)n1nnnc1C(c1ccc(C)cc1)N1CCSCC1 (stereo unspecified)	15%[38.3 µM]	-29%[46.1 µM]	-2.0%	1%	-15%	-16%	2%	3%
Cn1c(COc2nnc(-c3ccc(Cl)cc3)c3ccccc23)nc2ccccc21	10%[38.3 µM]	-19%[46.1 µM]	3.5%	2%	29%	-4%	-2%	-2%
CCOC(=O)Cn1nc(C)c(NC(=O)COc2ccccc2)c1C	0%	11%	1.2%&-1.3%	-2%	-26%	10%	2%	-2%
O=C(c1ccccc1)c1cccn1CC(=O)N1CCN(c2ccccc2)CC1	-22%[38.3 µM]	-16%[46.1 µM]	-1.4%	-7%	-21%	3%	1%	-2%
CCOC(=O)/C(=N\Nc1ccccc1Cl)N(C)C1CCCCC1	-9%	-32%	0.9%	0%	8%	-6%	-19%	4%
C/C(N)=C(/C#N)C(=O)CSc1nc(C2CCCCC2)n(-c2ccccc2)n1	3%[38.3 µM]	?	4.7%	-1%	-13%	-16%	1%	-12%
O=[N+]([O-])c1ccc2[nH]ncc2c1	-2%	19%	-2.8%	0%	-3%	i	9%	-7%
CCCCCSc1nc2c(c(=O)[nH]c(=O)n2C)n1C(C)C	8%	-6%	0.0%	-1%	7%	5%	-2%	1%

Structural class, those above with bromine.
SMILES	IMPase Li cell	NPSR antagonist	Epigenetic derep	Luc counter	SMN2 splice up	RECQ1 inh	KDM4E inh	GoLoco inh red
O=C(c1cccn2c(=O)c3cc(Br)ccc3nc12)N1CCN(c2ccccn2)CC1	7%[38.3 µM]	-6%[46.1 µM]	-1.2%	-3%	6%	-17%	?	10%
COC(=O)c1[nH]c2ccc(Br)cc2c1NC(=O)C(C)N1CCN(C2CCCCC2)CC1 (stereo unspecified)	1%[38.3 µM]	-13%[46.1 µM]	2.9%	-7%	16%	-3%	-2%	8%
Brc1ccc(CSc2nccn2-c2ccccc2)cc1	6%[38.3 µM]	-25%[46.1 µM]	0.0%	3%	-5%	-7%	-5%	-1%

Assay outcomes as filed in PubChem.
